# Compound activity as filed in PubChem.
# UDG counterscr: UDG inhibition counter-screen. Potency, µM (doses to about 115 µM), for inactives: at the top dose activity change, negative = inhibition, actives largely listed as inhibitors. actives 0.14% (n = 91,000). FRET deamination/UDG coupled assay, UDG read, 4 h; also: nearly all actives have a fitted effect of over 65% in size
# AID inh: inhibitors of human activation induced cytidine deaminase. Q9GZX7. AID deamination FRET fluorescence, UDG-coupled, 4 h. Potency, µM (top dose mostly 115 µM), for inactives: at the top dose activity change, negative = inhibition, most hits filed as inhibitors. actives 0.32% (n = 91,000). AID 1347428; also: nearly all actives have a fitted effect of over 25% in size
# Target sequence (Q9GZX7 whole entry, looked up): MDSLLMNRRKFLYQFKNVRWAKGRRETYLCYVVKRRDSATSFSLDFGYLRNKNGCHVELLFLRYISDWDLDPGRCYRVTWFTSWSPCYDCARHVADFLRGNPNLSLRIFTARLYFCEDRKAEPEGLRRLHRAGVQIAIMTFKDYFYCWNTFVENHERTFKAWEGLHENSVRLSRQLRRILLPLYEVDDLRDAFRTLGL
# Starred values were filed as active, the others as inactive; ? = inconclusive; [ ] = another dose, or the depositor's remark. Calls follow the shape of the dose curve; as a rule, active = well fitted curve in the direction sought with a large enough effect; inconclusive = small, poorly fitted or top-dose-only effect, or another doubt; inactive = no such curve, though single readings can be large; an effect the other way counts as inactive or inconclusive. % is scaled to controls: 0 for no effect and ±100 for the full control effect; potency is read from the fitted curve at half-maximal effect. Only part of the results is shown, so the mix of outcomes need not match the whole.
SMILES,UDG counterscr,AID inh
C=CC[N+]12CCCCC1[C@H](CO)CCC2 (stereo not given in full),0%,10%
CCN(c1ccccc1)S(=O)(=O)c1ccc(F)c(C(=O)Nc2ccc(C)cc2)c1,?,?
Cc1cc(C)c(S(=O)(=O)N(C)C(=O)c2cc3c(s2)CCCCCC3)c(C)c1,0%,-8%
Cc1ccc(-n2nnc(-c3nsc(NC(=O)c4ccccc4)n3)c2C)cc1,26%,25%
Cc1nc2ccc(C(=O)OC(C)C(=O)NC3CCCCCC3)cc2nc1C (stereo not given),0%,8%
Cc1c(C(=O)N(C)C)sc2c1c(=O)n(-c1ccc(Cl)cc1)c(=O)n2CC(=O)C(C)(C)C,-1%[57.5 µM],117%[activator]
Cc1ccc(-c2nc3ncccc3o2)cc1NC(=O)CC12CC3CC(CC(C3)C1)C2,3%,-6%
COC(=O)c1cccnc1-n1c(=O)c2cccnc2n(CC(=O)Nc2c(C)cc(C)cc2C)c1=O,44%[activator],4%
COc1ccc(-c2nc3cc(NC(=O)c4ccc(Br)cc4)ccc3o2)cc1,-5%,-7%
c1coc(CNCCSCc2cccs2)c1,4%,3%
O=C(O)c1cc(Cl)cc(Cl)c1Br,3%,1%
CCCCNc1nc(Oc2ccc(=O)n(C)n2)nc(N(C)C)n1,19%,9%
CCCCN(C)C(=O)Cn1ncc2c([nH]c3ccc(C)cc32)c1=O,13%,12%
COc1ccc(O)c(C2=Nc3ccccc3N=C(c3ccccc3)C2)c1,-7%[57.5 µM],4%[57.5 µM]
Cc1ccc(NC(=O)CSc2nc(-c3ccccc3)cc(=O)[nH]2)cc1Cl,1%,3%
CCCNS(=O)(=O)c1ccc(N2C(=O)CCS2(=O)=O)cc1C,-3%,-2%
CC(=O)c1ccc(N2CCN(C(=O)c3ccc(Cn4cncn4)cc3)CC2)cc1,-3%,-24%
Cc1ccc(CNc2ncnc3onc(C)c23)cc1,-2%,-22%
CCOc1ccccc1Oc1c(C(F)(F)F)oc2cc(OC(=O)c3ccc(C)cc3)ccc2c1=O,6%,6%
OCCN1CCN(C(c2ccc(Cl)cc2Cl)c2sc3nc(-c4ccco4)nn3c2O)CC1 (stereo not given),-16%[57.5 µM],12%
COc1ccc(C2=NN(C(=O)c3cccs3)C(c3ccc4nccnc4c3)C2)cc1 (stereo not given),-15%,?
O=C(c1cnc(N2CCOCC2)c2ccccc12)N1CCN(c2ccccc2F)CC1,-17%,-4%
COc1ccc(CN(C)S(=O)(=O)c2ccc3c(c2)OCCCO3)cc1OC,2%,-15%
COc1ccc(CNc2nc(-c3ccc(OC)c(OC)c3)cc(C(F)(F)F)n2)cc1,-22%,?
Nc1c(C(=O)NC2CCCC2)cnn1-c1ccccc1,-3%,-2%
CCOC(=O)c1c(C)oc2ccc(N(C(=O)c3ccncc3)S(=O)(=O)c3ccc(F)cc3)cc12,9%,16%
CCCCCCCCCCCCCCCC(=O)NCC(COP(=O)([O-])OCC[N+](C)(C)C)OCC (stereo not given),9%,-4%
COc1ccc(C(Nc2ccccn2)c2ccc3ccc(C)nc3c2O)cc1C (stereo not given),?,59%[activator]
Nc1ncc(S(=O)(=O)NCc2ccccc2F)cn1,4%,7%
CC1=C(C(=O)Nc2cccnc2)C(c2cccc(O)c2)n2nc(SCc3ccccc3)nc2N1 (stereo not given),10%,-4%
O=C(O)c1ccccc1-c1ccc(/C=N/O)o1,0%,5%
Cc1ccccc1CS(=O)Cc1c(F)cccc1Cl (stereo not given),-3%,-9%
CCCCN(Cc1ccccc1)c1ccc(NS(=O)(=O)c2ccccc2C)cc1C(=O)O,9%,-2%
Cc1ccc(C(=O)COC(=O)CCC(=O)Nc2ccc(Oc3ccccc3)cc2)cc1,14%,33%[activator]
COc1cccc(C(=O)Nc2c(N3CCCC3)c3ccccc3oc2=O)c1,2%,-5%
CC(NC(=O)c1nn(C)c(=O)c2ccccc12)c1ccccc1 (stereo not given),-10%,-8%
O=C(c1cccc(C(F)(F)F)c1)N1CCCC(C(=O)N2CCCC2)C1 (stereo not given),-9%,-7%
COc1ccc(Cl)cc1NC(=O)c1ccc(CN2C(=O)CCn3nc(C)cc32)cc1,-6%,6%
O=[N+]([O-])c1ccc(C=Nc2cccc3ccccc23)cc1,-7%,3%
COc1cccc(CNC(=O)C2CCCN(c3ncnc4onc(-c5ccc(F)cc5)c34)C2)c1 (stereo not given),9%,-14%
O=C(COc1ccc2c(=O)c(-c3ccc(Cl)cc3)coc2c1)N1CCN(c2ncccn2)CC1,56%[activator],-6%
CCc1ccccc1NC(=O)C1CCN(S(=O)(=O)c2ccccc2)CC1,-10%,7%
CC(C)NC(=S)NNC(=O)c1ccco1,2%,-1%
CCCCn1c(C2NC(=O)NC(C)=C2C(=O)OCC)nc2ccccc21 (stereo not given),1%,-2%
Cn1nc(-c2ccc(N3CCCCC3)c(NC(=O)c3ccc(Cl)cc3)c2)c2ccccc2c1=O,-8%,15%
Cc1cc(=O)oc2cc(OCC(=O)NCCCn3ccnc3)c(Cl)cc12,0%,-4%
CCOc1ccccc1NC(=O)c1c(NC(=O)COc2ccccc2)sc2c1CCCC2,2%,24%
Cc1ccc2c(c1)N(C(=O)c1ccc(F)cc1)C(C)(C)CC2(C)c1ccccc1 (stereo not given),-4%[57.5 µM],-18%[57.5 µM]
O=C(O)CCC(=O)N1CCCC1C(=O)O (stereo not given),13%,9%
Cc1oc(-c2cccs2)nc1C(=O)NCC(C)N1CCOCC1 (stereo not given),11%,21%
# Further results
SMILES,UDG counterscr,AID inh
COc1ccc(-n2cnc3cc(C(=O)N4CCCCC4)ccc3c2=O)cc1Cl,3%,0%
COc1ccccc1/C=C(\C#N)c1nc2ccccc2[nH]1,2%,-1%
COc1ccc(C2(N3CCN(c4cccc(C)c4C)CC3)C(=O)c3ccccc3C2=O)cc1,49%[activator],-4%
CC(C)(C)OC(=O)N1CCC(c2c(C(=O)N3CCc4ccccc4C3)cnn2-c2ccc(Cl)cc2)CC1,-14%,0%
Cc1ccc(NC(=O)CSc2nc3ccc(NC(=O)c4cccs4)cc3s2)cc1,62%[activator],14%
COc1cc(C)ccc1OCCSc1nc2ccc(NC(=O)c3ccc(F)cc3)cc2s1,17%,4%
Cc1ccc(CN(C(=O)c2ccccc2F)c2ccccn2)o1,49%[activator],190%[activator]
FC(F)(F)c1cccc(N/N=C/c2ccccc2Br)c1,-8%,-7%
Cc1cccc(Oc2ccc3c(c2)Oc2ccccc2NC3=O)c1,10%,50%[activator]
CCOc1ccccc1CNC(=O)CCCn1nc(C)c2sc3ccccc3c2c1=O,5%,-2%
S=C(NCc1ccncc1)NC1CC1,-14%,1%
O=C(Nc1ccccc1Cl)C(=O)c1cn(CC(=O)N2CCOCC2)c2ccccc12,-2%,1%
CCCCc1ccc(NC(=O)COc2cccc3c(=O)n(C)ccc23)cc1,18%,81%[activator]
CC1=C(C(=O)Nc2cccnc2)C(c2cccc(F)c2)n2nc(SCc3ccccc3)nc2N1 (stereo not given),16%,12%
Cc1ccc(C2=NN(C(=O)CNc3ccc(C(=O)N(C)C)cc3)C(c3ccco3)C2)cc1 (stereo not given),-14%,-15%
COc1ccc(/C=C/C(=O)Nc2ccc3nc4c(c(Nc5ccc(OC)c(OC)c5)c3c2)CCCC4)cc1,-17%,?
Cc1ccc(CNC(=O)Cc2c(C)c3c(cc(C)c4c(C)coc43)oc2=O)cc1,1%,6%
Cc1c(C)[n+](=O)c2ccccc2n1[O-],4%,2%
CC(C)(NC1CCCCC1)c1nnnn1-c1ccccc1,0%,-3%
COc1ccc2c(c1)c1c(c(=O)n(-c3ccc(F)c(Cl)c3)c(=O)n1Cc1ccccc1F)n2C,11%,3%
O=C(CSc1nc2ccccc2n1Cc1ccccc1)N1CCN(c2ccc(F)cc2)CC1,2%,22%
CCCCCCCCCC[Si](C)(C)CCC(=O)NC(Cc1ccc(C)cc1)c1ccccc1 (stereo not given),-2%,-9%
Cc1ccc2cc(/C=C/C(=O)c3c(C)coc3C)c(Cl)nc2c1,-2%,26%
C=CCOc1ccccc1C(=O)Nc1ccc(C#N)cc1,3%,-2%
Cn1cnc(S(=O)(=O)N2CCC(C(=O)Nc3ccc(OC(F)(F)F)cc3)CC2)c1,7%,11%
O=C(CSc1nc(-c2ccccc2)nc2c1CCCC2)c1ccc(F)cc1,-3%,12%
COc1ccccc1CNC(=O)c1ccc(-c2csc(C3CC3)n2)cc1,-8%,?
N#Cc1cc(Cl)ccc1OCc1ccccc1,-9%,-6%
CCOc1ccc(-c2nc3c(c(CC)nn3-c3ccccc3)c3cc(OC)c(OC)cc23)cc1,0%,4%
CC(C)(C)c1ccc(CSC2=Nc3ccccc3C3=NC(CC(=O)NCc4cccs4)C(=O)N23)cc1 (stereo not given),0%,-12%
C=CCc1cccc2cc(C(=O)Nc3ccc(F)cc3)c(=O)oc12,-1%,-28%
Cc1cccc(N2CCN(S(=O)(=O)c3cc(C(=O)Nc4ccc(Oc5ccccc5)cc4)ccc3F)CC2C)c1 (stereo not given),-20%,-7%
CN(C)c1ccc(-c2nc3cnccn3c2Nc2cccc(C(F)(F)F)c2)cc1,-13%,32%[activator]
COC(=O)c1c(C)cccc1NS(=O)(=O)c1c(C)nn(C)c1C,-2%,-6%
COc1ccc(C(=O)NC2CCCCCC2)cc1C,5%,1%
COc1ccccc1CNC(=O)c1cnc2sc(N3CCCCCC3)nn2c1=O,-8%,?
CCN1CCC(O)C(C)C1C (stereo not given),-16%,0%
CN(C)c1ccc(NC(=O)c2cc(C(C)(C)C)cc(C(C)(C)C)c2)cc1,-5%,-2%
Cc1nn(-c2ccc3nncn3n2)c2c1C(c1cccc(Br)c1)CC(=O)N2 (stereo not given),-6%,-27%
COc1cc(CNC(=O)Cc2ccc(C)cc2)ccn1,-4%,0%

# Some of these compounds in order of molecular weight, smallest number first:
SMILES,UDG counterscr,AID inh
CCN1CCC(O)C(C)C1C (stereo not given),-16%,0%
N#Cc1cc(Cl)ccc1OCc1ccccc1,-9%,-6%
COc1ccc(C(=O)NC2CCCCCC2)cc1C,5%,1%
COc1cc(CNC(=O)Cc2ccc(C)cc2)ccn1,-4%,0%
C=CCOc1ccccc1C(=O)Nc1ccc(C#N)cc1,3%,-2%
CC(C)(NC1CCCCC1)c1nnnn1-c1ccccc1,0%,-3%
C=CCc1cccc2cc(C(=O)Nc3ccc(F)cc3)c(=O)oc12,-1%,-28%
Cc1ccc2cc(/C=C/C(=O)c3c(C)coc3C)c(Cl)nc2c1,-2%,26%
COC(=O)c1c(C)cccc1NS(=O)(=O)c1c(C)nn(C)c1C,-2%,-6%
COc1ccccc1CNC(=O)c1ccc(-c2csc(C3CC3)n2)cc1,-8%,?
O=C(CSc1nc(-c2ccccc2)nc2c1CCCC2)c1ccc(F)cc1,-3%,12%
Cc1ccc(CNC(=O)Cc2c(C)c3c(cc(C)c4c(C)coc43)oc2=O)cc1,1%,6%
CN(C)c1ccc(-c2nc3cnccn3c2Nc2cccc(C(F)(F)F)c2)cc1,-13%,32%[activator]
COc1ccccc1CNC(=O)c1cnc2sc(N3CCCCCC3)nn2c1=O,-8%,?
Cc1nn(-c2ccc3nncn3n2)c2c1C(c1cccc(Br)c1)CC(=O)N2 (stereo not given),-6%,-27%
Cn1cnc(S(=O)(=O)N2CCC(C(=O)Nc3ccc(OC(F)(F)F)cc3)CC2)c1,7%,11%
CCOc1ccc(-c2nc3c(c(CC)nn3-c3ccccc3)c3cc(OC)c(OC)cc23)cc1,0%,4%
CCCCCCCCCC[Si](C)(C)CCC(=O)NC(Cc1ccc(C)cc1)c1ccccc1 (stereo not given),-2%,-9%
COc1ccc2c(c1)c1c(c(=O)n(-c3ccc(F)c(Cl)c3)c(=O)n1Cc1ccccc1F)n2C,11%,3%
COc1ccc(/C=C/C(=O)Nc2ccc3nc4c(c(Nc5ccc(OC)c(OC)c5)c3c2)CCCC4)cc1,-17%,?
CC(C)(C)c1ccc(CSC2=Nc3ccccc3C3=NC(CC(=O)NCc4cccs4)C(=O)N23)cc1 (stereo not given),0%,-12%
Cc1cccc(N2CCN(S(=O)(=O)c3cc(C(=O)Nc4ccc(Oc5ccccc5)cc4)ccc3F)CC2C)c1 (stereo not given),-20%,-7%
